# GSK3 alpha inh: human GSK-3 alpha kinase inhibition | P49840 | 0.1% of 320,000 active | ADP-Glo luminescence, 60 min | inhibition, % at 10 µM | AID 2650;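 in the data active = inhibition above about 50%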;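 also: GST-tagged GSK-3 alpha with peptide substrate and 25 µM ATP; 0% = DMSO neutral wells and 100% = GW8510 positive control wells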
# Target sequence (P49840 whole entry, looked up): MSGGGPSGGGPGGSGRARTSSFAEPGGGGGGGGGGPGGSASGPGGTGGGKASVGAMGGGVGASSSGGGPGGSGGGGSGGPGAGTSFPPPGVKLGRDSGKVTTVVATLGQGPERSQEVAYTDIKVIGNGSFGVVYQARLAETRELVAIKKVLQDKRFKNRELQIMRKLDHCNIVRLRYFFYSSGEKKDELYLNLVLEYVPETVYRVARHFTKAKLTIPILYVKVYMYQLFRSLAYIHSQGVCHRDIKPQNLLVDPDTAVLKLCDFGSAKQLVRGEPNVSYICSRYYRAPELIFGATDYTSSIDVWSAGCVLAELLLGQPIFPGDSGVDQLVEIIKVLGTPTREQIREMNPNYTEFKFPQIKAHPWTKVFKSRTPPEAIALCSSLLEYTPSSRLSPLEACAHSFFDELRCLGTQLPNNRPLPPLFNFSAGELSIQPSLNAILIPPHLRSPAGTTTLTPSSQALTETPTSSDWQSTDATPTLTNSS
# HSF-1 act: increases HSF-1 driven luciferase reporter signal; NIH3T3-HGL HSF-1 luciferase reporter, MG132, 8 h; 100% = twice DMSO control signal; activation, % at 9 µM; 1.7% of 300,000 active; AID 504408;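 active = mean replicate activation of at least 50% with a set share of replicates each reaching 50%; inconclusive = only one of those two conditions met; inactive = mean below 50% and too few replicates reaching it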;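 also: 0% = median of the neutral control wells and 100% = twice that signal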
# GSK3B inh: human GSK3beta kinase inhibition; P49841; GST-GSK3beta kinase, ADP-Glo luminescence, 60 min; hits give low values; activity score (negative = inhibition), % at 10 µM; 0.038% of 300,000 active;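 active = more than half of replicate wells score below -50%, meaning over 50% inhibition versus plate controls; inconclusive = some replicates but at most half score below -50%; inactive = no replicate scores below -50%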;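 also: 0% = median DMSO wells and -100% = median GW8510 positive control wells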
# Target sequence (P49841 whole entry, looked up): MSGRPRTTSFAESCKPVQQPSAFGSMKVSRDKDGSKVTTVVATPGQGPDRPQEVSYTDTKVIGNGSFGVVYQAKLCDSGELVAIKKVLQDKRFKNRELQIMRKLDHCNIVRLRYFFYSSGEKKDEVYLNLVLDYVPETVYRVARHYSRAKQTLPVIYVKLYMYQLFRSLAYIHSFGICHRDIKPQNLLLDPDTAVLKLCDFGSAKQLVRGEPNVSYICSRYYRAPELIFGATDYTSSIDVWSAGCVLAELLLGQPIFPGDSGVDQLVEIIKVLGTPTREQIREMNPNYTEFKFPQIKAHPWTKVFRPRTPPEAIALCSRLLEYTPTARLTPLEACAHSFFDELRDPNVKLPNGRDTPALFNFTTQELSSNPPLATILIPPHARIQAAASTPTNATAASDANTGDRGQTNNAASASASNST
#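 test system = GST-tagged human GSK3beta kinase, cell-free | reagent = 25 µM ATP with peptide substrate | dosing = one dose of 10 µM per compound | schedule = 60 min reaction, RT | detection = luminescent ADP-Glo measurement of ADP formed | control set = DMSO neutral wells and GW8510 at 20 µM as positive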
# aSyn 5UTR inh: 5' untranslated region of α-synuclein, MLPCN primary screen. alpha-synuclein 5'UTR reporter, inhibitor activity. inhibition, % (tested at 7.5 µM). 0.82% of 300,000 active. AID 1813; in the data active = inhibition above about 60%; inconclusive = no clear call, values can overlap the other calls;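 also: H4 neuroglioblastoma cells stably carrying SNCA 5'UTR luciferase fusion; 0% = DMSO wells and 100% = positive control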
# Platelet DG rel: modulates dense granule release in human platelets; human platelet-rich plasma, SFLLRN dense granule ATP release, luminescence; inhibition, %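 (compounds screened at 7.5 µM in platelet-rich plasma)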; 0.22% of 300,000 active; AID 1663;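 active = mean replicate score, as percent of positive control, at or above 50; inconclusive = mean below 50 but at least one replicate at or above 50; inactive = mean and every replicate below 50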
# IEC-6 cytotox: counter-screen for KLF5 inhibitors: cytotoxicity in IEC-6 cells; AID 1825; 0.78% of 290,000 active; inhibition, % at 5 µM; IEC-6 cytotoxicity, luminescence viability; in the data active = inhibition above about 22%;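 also: 0% = plate median of test compound wells and 100% = cytotoxic reference compound wells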
# Dyrk1A ADPGlo: inhibitors of rat Dyrk1A kinase | ADP-Glo luminescence, NFATc1 peptide | 0.43% of 310,000 active | Q63470 | inhibition, % at 12.5 µM; in the data active = inhibition above about 50%;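 also: plate controls were vehicle with enzyme for no effect and no enzyme for full effect; many of its hits are not listed in these tables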
# KLF5 inh: kruppel-like factor 5 inhibition; DLD-1 KLF5 promoter-luciferase reporter, luminescence; inhibition, % at 5 µM; 0.23% of 290,000 active;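 active = inhibition above a per-plate limit of that plate's mean compound inhibition plus 3 SD, cut at about 60% in these data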;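 also: 0% = DMSO wells and 100% = LY294002 at 200 µM; higher means less KLF5 promoter-driven luciferase light; inactives centre near -14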
# HSP90 inh: HSP90 refolding inhibition in rabbit reticulocyte lysate; luciferase refolding luminescence, 3 h; inhibition, % at 5.6 µM; 0.91% of 290,000 active;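 active = inhibition above the screen-wide mean plus 3 SD, computed separately per campaign, cut at about 16% in these data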;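 also: 0% = DMSO wells and 100% = 60 µM geldanamycin wells; inhibitors lower the luminescence because luciferase stays unfolded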
# HSF1 inhib: HSF1 inhibition; NIH3T3-HGL HSE-luciferase, MG132-induced, luminescence 8 h; hits give low values; activity change, negative = inhibition, % at 7.5 µM (by protocol); 0.77% of 300,000 active;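 active = more than half of replicate wells show activity change below -50%, luminescence cut by over half; inconclusive = some wells, but at most half, below -50%; inactive = no replicate well below -50%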;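 also: luciferase reports HSF-1 transcriptional activity via heat shock element; 0% = median of DMSO wells and -100% = zero luminescence signal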
# An asterisk follows results filed as active; ? = inconclusive; . = not tested or not shown. This is a subset. The share of hits here may be higher or lower than overall.
SMILES,GSK3 alpha inh,HSF-1 act,GSK3B inh,aSyn 5UTR inh,Platelet DG rel,IEC-6 cytotox,Dyrk1A ADPGlo,KLF5 inh,HSP90 inh,HSF1 inhib
CCCCC(CC)CNC(=O)CN1C(=O)NC2(CCc3ccccc32)C1=O (stereo not drawn),0,1,.,25,10,1,-1,-7,2,6
Cc1cc2nc(N3CCN(C(=O)c4cccs4)CC3)sc2cc1C,0,26,-1,-130,11,.,-8,.,.,21
CCO[C@@H]1OC(C(=O)N2CCN(C)CC2)=C[C@H](C(C)(C)C)[C@H]1CCCO,0,-23,3,-13,-2,2,.,-10,4,-8
CC(C)C(=O)Nc1cc2c3c(c1)CCC(=O)N3CCC2,0,6,3,-3,2,-3,-3,-10,-3,2
O=C(Cc1ccccc1)NNC(=O)Nc1cccc(Cl)c1,-2,-14,5,-3,-7,-6,.,3,-3,-15
NC(=O)SCC(=O)Nc1ccc(Cl)c(Cl)c1,-4,.,.,.,.,10,8,-18,1,.
COc1ccc(CN2CCN(C(=O)CC(C)C)CC2)c2ccccc12,-3,7,1,-9,-2,-7,5,4,-1,3
O=C(O)c1ccc(N2C(=O)/C(=C\c3ccccc3)N=C2c2ccccc2)cc1,0,28,-3,-8,5,-2,4,11,2,14
CNC(=O)CN1C(=O)CSc2ncccc21,3,-1,-1,10,5,-7,-2,-81,-2,1
CCCNC(=O)COc1ccc(S(=O)(=O)Nc2ccc(C)cc2)cc1,.,14,-1,20,4,4,0,-60,6,-2
COc1ccc(/C=C2\CCCC3C2=NN(C(=O)CSc2n[nH]c(N)n2)C3c2ccc(OC)cc2)cc1 (stereo not drawn),0,10,-1,4,4,1,2,-22,7,2
CCOc1ccc(S(=O)(=O)NCCC2=CCCCC2)c2ccccc12,.,-3,1,5,-6,-5,3,-4,2,10
O=C(Nc1cccc(Cl)c1)Nc1ccon1,-1,-2,3,-30,-4,0,.,-22,-4,-2
CCOc1ccc(Nc2nc(N3CCCCC3)nc(N3CCCCC3)n2)cc1,2,-3,-3,30,8,-5,17,-35,4,-5
O=C(C1CCN(S(=O)(=O)c2ccccc2)CC1)N1CCN(c2ccccc2)CC1,0,0,0,-20,3,-7,6,5,-1,-5
O=C(Nc1ccc(Cl)cc1N1CCOCC1)C1CCCCC1,1,-6,2,18,0,10,-5,-1,0,4
CCOC(=O)c1ccc2c(c1)C1C=CCC1C(C(=O)O)N2 (stereo not drawn),1,.,.,.,.,-17,.,3,2,.
COc1cc(C(=O)NC(=S)Nc2ccccc2N2CCCC2)cc(OC)c1OC,.,10,-2,-2,8,1,0,-22,3,8
COc1cc(OC)c(C(=O)OCC(=O)N2CCOCC2)cc1OC,-1,-19,3,5,29,-5,-3,-23,4,-1
COc1cc2c(cc1OC)-c1nnnn1C(C)(C)C2,1,24,-1,22,7,0,7,-19,1,1
NC(=O)C1CCN(C(=O)CC2(CC(=O)O)CCCC2)CC1,-2,3,0,-11,1,-6,-3,-40,4,-3
COc1ccc(C(=O)NNC(=O)CCC(=O)Nc2cc(C)on2)cc1,-1,-9,-2,14,2,2,-1,-29,5,2
C=CCn1c(O)c(CN2CCCCC2)c(C)c(C#N)c1=O,-1,-6,0,7,-4,-1,.,-29,3,-2
CCS(=O)(=O)N1CCN(c2ccc(C(=O)N3CCOCC3)cc2[N+](=O)[O-])CC1,0,-9,2,-7,-5,0,2,6,5,-1
CCOC(=O)Cc1csc(NC(=O)c2c(O)c3c(n(CC(C)C)c2=O)CCCC3)n1,2,-7,2,5,10,6,0,10,2,7
# (more compounds)
SMILES,GSK3 alpha inh,HSF-1 act,GSK3B inh,aSyn 5UTR inh,Platelet DG rel,IEC-6 cytotox,Dyrk1A ADPGlo,KLF5 inh,HSP90 inh,HSF1 inhib
CCN(CC(=O)Nc1ccc(NC(C)=O)cc1)C(=O)/C=C/c1cccs1,-1,7,-3,-14,-15,0,-4,-10,3,2
NC(=O)NC(=O)CN1C(=O)NC(c2ccccc2)(c2ccccc2)C1=O,-3,-51,1,5,-1,8,0,-4,4,-38
COc1ccc(OC)c(CN2CCN(C(=O)c3cccc(S(=O)(=O)Nc4ccccc4OC)c3)CC2)c1,-1,5,3,-6,0,.,15,.,.,1
CC(=O)OCC(=O)[C@@]1(OC(C)=O)[C@@H](C)C[C@H]2[C@@H]3C[C@H](F)C4=CC(=O)C=C[C@]4(C)[C@@]3(F)[C@@H](O)C[C@@]21C,-3,-43,4,13,-3,6,-2,-28,-2,-41
CCOc1ccc(-n2c(C)nnc2SCC(=O)N(CC)CC)cc1,-4,0,4,-1,5,-3,-7,-21,3,-12
COc1cc(/C=N/NC(=O)CN(Cc2ccco2)S(=O)(=O)c2ccccc2)ccc1O,-3,-1,7,19,-2,7,1,-5,0,1
COc1ccc(-c2cc(=O)oc3c(C)c(OCc4nn[nH]n4)ccc23)cc1,0,7,0,8,-2,-1,.,-10,0,7
COC(=O)CN(c1cc(Cl)ccc1OC)S(=O)(=O)c1ccc(OC)c(OC)c1,1,.,-2,18,-2,2,8,-12,4,.
Cc1c(C(=O)OC2CCCCC2)sc2nc[nH]c(=O)c12,1,13,-3,3,7,10,5,5,-2,-4
[O-][n+]1c2c(nc3c1-c1ccccc1C3O)CCCC2 (stereo not drawn),-3,14,-3,-77,-5,3,.,-35,-6,5
Cc1ccc(NS(=O)(=O)c2ccc3c(c2)NC(=O)C(C)C(=O)N3)c(Br)c1 (stereo not drawn),0,12,-6,8,9,-3,-6,3,-3,-3
CC1(C)CC(C(CC(=O)Nc2nccs2)c2ccccc2)CCO1 (stereo not drawn),.,-1,0,7,12,0,-3,-5,5,-5
N#CCc1nc(CSc2nc3ccccc3o2)cs1,-2,4,4,-134,0,3,.,-105,0,6
O=C(NCCCNC(=O)c1cc(Cl)ccc1Cl)c1ccco1,-2,25,7,11,-8,-9,3,-18,4,-3
Cc1cccc(N(CC(=O)N/N=C/c2cc([N+](=O)[O-])ccc2Cl)S(C)(=O)=O)c1C,.,11,2,-8,-2,-4,3,-2,0,0
CCOc1ccc(NC(=O)c2ccc(NC(=O)c3ccc(CN4CCOCC4)cc3)cc2)cc1,-7,-7,3,-8,3,-2,-1,-45,0,1
Cc1ccc(-n2nnnc2SCC(=O)Nc2sccc2C#N)cc1,0,-3,0,-6,17,2,-2,-13,0,9
CN1CCCN(C(=O)CC2(CC(=O)O)CCCCC2)CC1,-4,7,0,2,6,-2,-8,3,1,-9
O=C(COC(=O)c1n[nH]c2ccccc12)NC(=O)NC1CCCCC1,2,52*,2,-5,5,6,2,-18,0,24
Cc1ccc(C(=O)N/C(=C/c2ccccc2)C(=O)NCC2CCCO2)cc1 (stereo not drawn),-2,14,0,-2,4,-5,5,-2,1,-4
CC(CC(=O)N1CCN(c2ccccc2)CC1)c1ccccc1 (stereo not drawn),-1,8,1,3,-2,1,2,-29,-6,-3
N#Cc1nc(-c2ccco2)oc1NCCN1CCOCC1,-1,.,-2,.,1,1,2,-1,-2,.
O=C(c1cn(-c2ccccc2)nc1-c1ccc(Cl)s1)N1CCOCC1,-2,8,-5,-3,4,-2,4,-46,0,3
CCOC(=O)c1cc(NC(=O)N(C)C2CCCCC2)c(C)nc1C,-3,4,2,1,6,-3,-4,2,-1,-2
COc1ccc(-c2ccc([C@H]3[C@H]4C=CC[C@@H](C)[C@@H]4C(=O)N3Cc3ccccc3)c(F)c2)cc1OC,.,41,-8,26,0,.,13,.,.,15
# The listing continues:
SMILES,GSK3 alpha inh,HSF-1 act,GSK3B inh,aSyn 5UTR inh,Platelet DG rel,IEC-6 cytotox,Dyrk1A ADPGlo,KLF5 inh,HSP90 inh,HSF1 inhib
Cc1ccc(NC(=O)C[n+]2cc(-c3ccc(C)cc3)n3c2CCC3)cc1,2,.,1,.,.,-4,1,-7,-1,.
O=C(COc1ccc(F)cc1)NC1CC1,3,9,1,-4,-2,1,-6,-24,5,-1
COc1ccccc1N1C(=O)CC(Nc2ccc(N3CCOCC3)cc2)C1=O (stereo not drawn),4,4,4,19,-1,-1,3,-21,2,-3
COc1ccccc1N1CCN(C(=O)CNC(=O)c2ccc(Cl)cc2Cl)CC1,0,-5,-1,-6,-10,-3,-1,4,-4,-7
CC1CN(c2ccc(Cl)cc2)c2nc3c(c(=O)[nH]c(=O)n3C)n2C1 (stereo not drawn),.,30,1,37,11,5,0,11,8,-6
Cc1nc(NC(=O)CSc2ccc(-c3nc4ccccc4[nH]3)cn2)sc1C,15,28,-1,-45,-8,5,1,-18,1,2
Oc1ccc(/C=N\Nc2cc(N3CCOCC3)nc(N3CCOCC3)n2)c(O)c1,6,5,-1,16,16,-4,-1,-64,0,7
Cn1c(=O)n(Cc2ccco2)c(=N)c2c3c(sc21)CCC3,-3,-4,1,2,12,7,4,1,6,-4
CCCN(c1ccc(OCC)cc1)S(=O)(=O)c1ccc2c(c1)NC(=O)CO2,.,12,-2,17,-5,5,-1,2,0,-1
COc1ccccc1-c1coc2c(CN3CCN(CCO)CC3)c(O)ccc2c1=O,2,19,-2,2,1,-4,-9,-12,0,4
COCCNC(=O)NC(=O)COC(=O)c1cccn1C,-1,0,-1,22,1,-4,-5,-44,-2,-2
COc1cc(/C=N/Nc2nc3ccccc3[nH]2)ccc1O,-1,344*,3,-270,-3,9,-4,-18,-3,333
CCN(CC(=O)Nc1ccccc1OC)C(=O)Cn1cnc2ccccc2c1=O,0,10,5,-12,?,3,-1,-35,2,-3
Cc1cccc(N2C(=O)CC(N(O)c3ccccc3)C2=O)c1 (stereo not drawn),0,-4,-1,-43,4,3,4,-57,3,4
O=C(/C=C/c1cccc(OCc2ccccc2)c1)c1cccnc1,-1,-27,1,4,-4,4,0,-8,-2,-1
COc1ccc(C2C(C(=O)NCc3cccnc3)c3cc(OC)c(OC)cc3C(=O)N2C)cc1 (stereo not drawn),-1,15,-1,-5,-1,-3,3,-36,1,1
CCC1=C(OC(=O)N(CC)CC)N2C(=O)OC(=NCC3CC3)[C@]2(Cc2ccccc2)[C@H]2C1=CC[C@H]1C(=O)NC(=O)[C@H]12,-1,-2,3,19,-3,.,-4,.,.,6
CC(C)(C)c1cc(/C=N/NC(=O)C[n+]2ccccc2)cc(C(C)(C)C)c1O,5,4,1,5,0,3,-1,-9,-2,-3
CCOC(=O)c1cnc2c(C)c(C)ccc2c1Nc1ccc(S(=O)(=O)Nc2ncccn2)cc1,3,-17,3,30,-4,-3,-5,-11,-3,-7
Cn1c(=O)c2c(ncn2CC(=O)Nc2ccc3c(c2)OCO3)n(C)c1=O,1,-9,1,-23,-8,4,-3,-32,-3,-5
CCN(CC)CCNC(=S)NC(=O)c1cn(-c2ccccc2)nc1-c1ccc(OC)cc1,-7,19,3,15,-11,-4,.,-30,-1,12
CCOc1cnc(-c2c(-c3c(Cl)cccc3Cl)noc2C)o1,0,6,2,-1,0,3,-1,-22,5,10
Cc1ccc(NC(=O)c2ccc(NCc3ccc(F)cc3)nc2)cc1,2,.,0,-33,-4,5,-4,-12,-1,.

# High-throughput results as filed in PubChem BioAssay.
